# Assay outcomes (PubChem BioAssay)
# PHOSPHO1 inh: inhibitors of human PHOSPHO1 phosphatase. inhibition, % at 13.3 µM. AID 1565. Q8TCT1. 290,000 compounds, 1.1% hits. recombinant PHOSPHO1, absorbance phosphatase assay; in the data active = inhibition above about 60%
# MEKK3 PB1 HTS: raises or lowers MEK5 binding to the human MEKK3 PB1 domain; bead-based flow cytometry, Alexa488-MEK5 binding to MEKK3; actives lie on both sides; 0 = blocked by unlabeled MEK5, 100 = vehicle; binding response (% of control), % at 10 µM; 290,000 compounds, 1.4% hits;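 active = binding response more than 3 SD above or below the average of its plate-row segment, actives on both sides; inconclusive = wells at one plate position flagged as instrument error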;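 also: Alexa488 bead fluorescence after subtracting the streptavidin-only scavenger bead signal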
# UBC9 SUMO inh: inhibitors of human SUMOylation (UBC9); P63279; HTRF SUMOylation assay, SAE1/SAE2 + UBC9, in vitro; inhibition, % at 35 µM; 290,000 compounds, 0.36% hits; in the data active = inhibition above about 50%, passing the limit was not always enough; inconclusive = no clear call, values can overlap the other calls; also: strong numbers were not always called active
# VIM-2 inh: inhibitors of Pseudomonas aeruginosa VIM-2 metallo-beta-lactamase; purified VIM-2, nitrocefin hydrolysis, epi-absorbance fluorescence; AID 1527; 290,000 compounds, 0.89% hits; inhibition, % at 5.6 µM;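 active = inhibition above the mean of all tested compounds plus 3 SD, cutoff set per screening run, cut at about 7.5% in these data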;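 also: red hydrolysis product quenches plate fluorescence so inhibitors raise well fluorescence; 0% = enzyme with DMSO and 100% = DMSO without enzyme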
# IDE act: IDE (human) activation, cell-based. 340,000 compounds, 0.073% hits. HEK cells, FAbeta-B cleavage, fluorescence polarization; 0% vehicle, 100% cell-free pure enzyme wells. activation, % at 5.96 µM. P14735. AID 493087;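 active = activation above the mean of all tested compounds plus 3 SD, set per screening campaign, cut at about 17% in these data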
# Target sequence (P14735 whole entry, looked up): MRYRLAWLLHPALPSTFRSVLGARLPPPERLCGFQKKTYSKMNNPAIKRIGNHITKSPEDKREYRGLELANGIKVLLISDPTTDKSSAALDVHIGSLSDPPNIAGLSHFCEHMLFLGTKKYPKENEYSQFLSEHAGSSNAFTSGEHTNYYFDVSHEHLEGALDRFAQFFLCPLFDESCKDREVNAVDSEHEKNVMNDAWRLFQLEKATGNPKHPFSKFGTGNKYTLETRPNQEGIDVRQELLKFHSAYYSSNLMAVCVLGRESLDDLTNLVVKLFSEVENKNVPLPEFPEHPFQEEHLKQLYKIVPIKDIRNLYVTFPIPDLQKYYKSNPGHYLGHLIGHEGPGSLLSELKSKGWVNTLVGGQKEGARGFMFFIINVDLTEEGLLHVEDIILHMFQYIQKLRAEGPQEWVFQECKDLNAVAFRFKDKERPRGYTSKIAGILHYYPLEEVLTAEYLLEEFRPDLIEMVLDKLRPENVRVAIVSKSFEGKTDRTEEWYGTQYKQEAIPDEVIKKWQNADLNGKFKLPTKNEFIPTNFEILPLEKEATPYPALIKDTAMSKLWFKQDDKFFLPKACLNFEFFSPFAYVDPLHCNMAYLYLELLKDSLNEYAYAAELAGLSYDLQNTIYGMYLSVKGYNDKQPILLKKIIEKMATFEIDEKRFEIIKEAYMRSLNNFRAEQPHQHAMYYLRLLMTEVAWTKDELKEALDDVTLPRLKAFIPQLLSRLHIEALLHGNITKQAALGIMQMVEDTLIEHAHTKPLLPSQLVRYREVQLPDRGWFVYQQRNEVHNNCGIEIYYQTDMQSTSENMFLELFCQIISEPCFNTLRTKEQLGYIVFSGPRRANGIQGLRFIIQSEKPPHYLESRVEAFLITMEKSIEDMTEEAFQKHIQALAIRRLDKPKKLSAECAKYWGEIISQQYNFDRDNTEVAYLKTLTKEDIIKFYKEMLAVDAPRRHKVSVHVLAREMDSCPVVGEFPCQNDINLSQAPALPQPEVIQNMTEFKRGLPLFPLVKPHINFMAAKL
# NS3 helicase inh: inhibitors of Hepatitis C virus NS3 helicase. NS3 helicase DNA unwinding, Cy5 molecular beacon fluorescence. inhibition, % at 10.9 µM. 290,000 compounds, 0.56% hits. AID 1800;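 active = inhibition above the mean of all tested compounds plus 3 SD, set per campaign, cut at about 35% in these data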;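 also: 0% = DMSO wells and 100% = thioflavine S control wells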
#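 Test system: hepatitis C virus NS3 helicase domain fragment enzyme. Also added: annealed dual-labelled DNA beacon duplex, ATP-started. Timing: 60 min unwinding reaction at 25 °C after ATP addition. Technique: Cy5 fluorescence. Measure: % inhibition of unwinding.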
# IMP-1 inhibitor: inhibitors of Pseudomonas aeruginosa IMP-1 metallo-beta-lactamase | purified IMP-1, nitrocefin hydrolysis, epi-absorbance fluorescence | inhibition, % at 5.6 µM | 290,000 compounds, 0.45% hits;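 active = inhibition above the mean plus 3 SD of all compounds in the same screening run, cut at about 4.5% in these data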;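 also: 0% = IMP-1 with DMSO and 100% = DMSO wells lacking enzyme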
#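 System: Purified IMP-1 | Read-out basis: Percent enzyme inhibition | Controls: IMP-1 with DMSO as 0%, enzyme-free DMSO as 100% | Replicates: One well per compound | Doses: 5.6 µM nominal single concentration | Detection: Epi-absorbance fluorescence, 480 nm excitation, 530 nm emission | Incubation: 25 °C, 15 min preincubation, 25 min reaction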
# DNA FID counter: displaces DNA intercalator in HCV helicase counter-screen. 290,000 compounds, 0.17% hits. AID 1845. DNA fluorescent intercalator displacement, fluorescence. inhibition, % at 7.9 µM; in the data active = inhibition above about 37%;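 also: 0% = vehicle and 100% = reference compound; higher means more ethidium bromide displaced from hairpin DNA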
# p-CIP stab down: compounds decreasing mouse p/CIP protein stability; decrease of EGFP signal, % at 10 µM; Q05BA5; 290,000 compounds, 0.01% hits; AID 1984; F442A p/CIP-EGFP cells, EGFP fluorescence, 16 h;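 active = EGFP signal decrease of at least 30% at 10 µM or well 3 SD below plate mean, unless failing retest; inactive = the rest, including hits failing retest or dose response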; also: some compounds called inactive have numbers as strong as hits; many of its hits are not listed in these tables
# The depositor's hits bear a star; u = inconclusive; x = no result given. An excerpt, so the mix of outcomes need not match the whole.
SMILES,PHOSPHO1 inh,MEKK3 PB1 HTS,UBC9 SUMO inh,VIM-2 inh,IDE act,NS3 helicase inh,IMP-1 inhibitor,DNA FID counter,p-CIP stab down
CC1(C)Cc2c(sc(NC(=O)c3ccc(S(=O)(=O)N4CCCC4)cc3)c2C#N)C(C)(C)N1,12,99,-13,-1.1,2,-10,-2.5,10,-56
Cc1ccc(OCC(O)Cn2c(N3CCCCC3)nc3c2c(=O)[nH]c(=O)n3C)cc1 (configuration not stated),9,105,-2,-0.3,3,-4,-3.5,-39,-27
CC(CCc1ccccc1)NC(=O)CSc1nnnn1C (configuration not stated),-12,95,12,-0.1,-3,-10,-1.9,1,-2
O=C(c1cccc(Cl)c1)N1CCC(=O)N(C(COCc2ccccc2)Cc2ccccc2)CC1 (configuration not stated),6,97,-6,-3.8,0,-10,-1.6,-47,0
COc1cc(OC)cc(-c2oc3cccnc3c2C#CCCO)c1,-2,106,7,0.6,-1,2,-2.8,-31,-16
CCOc1ccccc1NC(=O)C1=C(C)NC(=S)NC1c1cccs1 (configuration not stated),9,89,-19,-1.1,2,3,-0.1,-13,17
COc1cccc(OCc2cc(C3Nc4ccccc4C(=O)N3Cc3ccco3)ccc2OC)c1 (configuration not stated),-10,89,18,-2.4,6,5,-0.2,-45,5
CC1C=CCC2C(=O)N(c3ccc(OC(=O)c4cccs4)cc3)C(=O)C12 (configuration not stated),29,99,38,-0.3,3,-8,-1.3,-16,3
CN1CCN(CCNC(=O)Nc2ccc(Cl)cc2)CC1,28,107,10,-2.5,2,-6,-4.7,-6,-8
COc1ccc(OC)c(Nc2nc(N)nc(-c3cc4ccccc4o3)n2)c1,-25,73,14,-2.2,4,-4,-3.0,3,-34
CCOC(=O)C1CCCN(Cc2ccc(OCC)cc2)C1 (configuration not stated),14,105,-4,-3.6,4,10,-6.7,0,8
CCn1c(N)nc2ccccc21,1,103,5,-2.0,-4,-3,1.2,1,14
Cc1ccccc1NC(=O)CNc1ccccc1C(=O)NCc1ccco1,21,100,8,-5.7,-1,2,-2.3,-11,-9
COc1cccc(NC(=O)Cn2c(=O)c3c(ncn3Cc3ccccc3)n(Cc3ccccc3)c2=O)c1,30,u,-12,2.5,4,-5,-1.3,-21,-9
C/C(=N\NC(=O)Cc1ccc(Cl)c(Cl)c1)c1cccnc1,36,101,-2,-2.8,1,-6,-2.8,-20,-4
CC(=O)Nc1ccc(NC(=O)C(C)OC(=O)c2ccc(N(C)C)cc2)cc1 (configuration not stated),13,102,12,-1.0,6,-2,-1.2,-19,5
N#C/C(=N/Nc1ccc(S(=O)(=O)N2CCOCC2)cc1)C(N)=O,17,95,-1,-0.8,-5,-5,-2.5,9,-7
O=c1cc(-c2ccc(Cl)cc2)nc(N2CCN(c3ccccc3)CC2)[nH]1,19,92,-9,-2.1,9,-12,-3.8,-2,9
CCOC(=O)c1cc(C#N)c(N2CCCC2)nc1-c1ccccc1,16,108,18,-3.0,1,1,-3.2,-14,5
O=[N+]([O-])c1cccc(NNS(=O)(=O)c2ccccc2F)c1,-128,97,-2,0.3,1,-2,-3.8,10,11
NC(=O)c1ccccc1NC(=O)CCc1ccccc1,-31,101,22,-0.7,0,-5,-1.1,-2,-3
C=CCSC(CC)(CC)C(N)=O,33,88,14,-1.8,4,-5,-0.8,-2,-5
Cc1cc(Br)ccc1NC(=O)CN1C(=S)NC(C)(C)CC1C (configuration not stated),-17,108,9,-1.8,0,2,-2.0,-6,-4
O=C(c1cccs1)N1CCCC(c2nc3c(nnn3Cc3ccc(F)cc3)c(=O)[nH]2)C1 (configuration not stated),14,102,-11,-3.2,7,-3,-1.9,-37,0
O=C(c1ccccc1F)N1CCN(S(=O)(=O)c2ccc(S(=O)(=O)N3CCCCCC3)cc2)CC1,28,93,17,-0.1,2,-1,-1.3,-8,-6

# Other records follow.
SMILES,PHOSPHO1 inh,MEKK3 PB1 HTS,UBC9 SUMO inh,VIM-2 inh,IDE act,NS3 helicase inh,IMP-1 inhibitor,DNA FID counter,p-CIP stab down
CC(=O)N1N=C(c2ccco2)CC1c1cc2ccc(C)cc2nc1Cl (configuration not stated),12,89,7,-0.9,-6,-1,-2.6,-15,-2
Cc1sc(NC(=O)c2ccco2)c(C(c2cccnc2)N2CCCC2)c1C (configuration not stated),-38,108,-5,-1.2,1,2,-1.4,-11,-4
CS(=O)(=O)CCC(C(=O)Nc1ccc2c(c1)OCO2)N1Cc2ccccc2C1=O (configuration not stated),24,99,9,-0.8,3,-8,-4.0,-10,5
CCC(C)[C@H](NC(=O)N1CCn2c1nc1ccccc12)C(=O)NCc1ccc(OC)cc1 (some centres not stated),49,96,-3,-4.6,-3,-1,-3.7,-40,2
C[C@H](NC(=O)[C@H](Cc1ccccc1)n1c(=O)[nH]c2ccccc2c1=O)C(=O)N1CCC(C(=O)O)CC1,23,95,6,-1.6,0,0,-4.3,-41,11
CC(C)c1cc(CNC(=O)c2ccc(OC3CCN(Cc4ccccn4)CC3)cc2)on1,31,105,6,-5.0,0,14,-2.9,-8,-12
O=C(CCS(=O)(=O)c1cccc2nsnc12)N1CCN(Cc2ccc3c(c2)OCO3)CC1,-18,98,-6,-2.2,5,2,-2.2,-3,9
COc1cccc(N2CCN(Cc3nc(N)nc(N4CCCc5ccccc54)n3)CC2)c1,-22,103,24,-1.4,3,-38,-2.2,-2,-2
CN(C)c1ccc(NC(=O)c2cccc(N3C(=O)C4C5C=CC(C5)C4C3=O)c2)cc1 (configuration not stated),-8,94,12,-1.0,0,0,-3.2,-4,-1
Cc1ccccc1NC(=S)NCC1CCC(CNC(=S)Nc2ccccc2C)CC1 (configuration not stated),-3,97,-2,-0.7,-6,8,-1.3,-5,-6
COc1cc(NC(=O)C2CC(c3ccccc3Cl)=NO2)cc(OC)c1OC (configuration not stated),49,101,-4,-2.6,-4,-8,-4.4,-20,-2
CS(=O)(=O)N1CCC(C(=O)NCc2ccccc2)CC1,-30,99,-4,-1.1,5,-3,-2.3,-1,9
COc1ccccc1/C=C1/SC(=S)N(CCC(=O)Nc2cccnc2)C1=O,25,102,1,0.8,1,-22,-0.9,-12,-22
COc1cc(C(=O)N/C(=C\c2cn(C)c3ccccc23)C(=O)N2CCOCC2)cc(OC)c1OC,24,96,3,-2.8,3,-10,0.7,-43,-5
CCC(CC)C(=O)Nc1cccc(C(=O)c2ccccc2)c1,9,101,-7,-4.0,6,0,-4.4,-8,-5
NS(=O)(=O)c1ccc(-c2ccc(/C=C3\NC(=S)NC3=O)o2)cc1,-16,96,54,0.2,-2,-2,-1.5,1,-8
CC1(C)CC(=O)C2=C(C1)OC(N)=C(C#N)C2c1ccc[nH]1 (configuration not stated),34,101,22,-7.7,-7,23,-1.9,0,-14
Cc1nc2sc3c(c2c(=O)n1/N=C/c1cccnc1)CCCC3,-11,100,-4,0.4,1,7,-2.9,5,15
O=C(CCS(=O)(=O)c1ccc(Cl)cc1)NCCN1C(=O)S/C(=C\c2ccccc2F)C1=O,-22,100,-19,-0.7,-1,-14,-2.4,-3,-20
CCOc1ccc(N(CC(=O)N2CCN(c3ccccc3OC)CC2)S(=O)(=O)c2ccc(C)cc2)cc1,x,103,-14,-2.5,0,-29,-1.6,-36,8
CCn1c(SCCN2CCOCC2)nc2c1c(=O)n(C)c(=O)n2C,25,106,-4,0.0,5,3,-2.2,-5,-2
Cc1cc(=O)[nH]c(Nc2cccc(Br)c2)n1,-1,103,-1,-0.5,7,-5,0.5,-6,10
COc1cc2c(cc1OC)C1(Nc3c-2c(-c2ccccc2)nn3-c2ccccc2)C(=O)Nc2ccccc21 (configuration not stated),-5,x,2,-2.0,6,-6,-0.9,-8,-1
COc1ccc(N2CCN(CC(=O)NCc3ccccc3)CC2)cc1,20,106,6,-0.3,3,-7,-2.0,-16,2
C=CCOc1ccc(/C(O)=C2/C(=O)C(=O)N(CCCn3ccnc3)C2c2cccs2)cc1 (configuration not stated),9,103,6,-2.1,8,-5,0.1,-13,3

# Ordered by the number under NS3 helicase inh (descending): some entries from above.
canonical_smiles	NS3 helicase inh
C[C@H](NC(=O)[C@H](Cc1ccccc1)n1c(=O)[nH]c2ccccc2c1=O)C(=O)N1CCC(C(=O)O)CC1	0
O=[N+]([O-])c1cccc(NNS(=O)(=O)c2ccccc2F)c1	-2
Cc1cc(=O)[nH]c(Nc2cccc(Br)c2)n1	-5
COc1cc(C(=O)N/C(=C\c2cn(C)c3ccccc23)C(=O)N2CCOCC2)cc(OC)c1OC	-10
O=C(CCS(=O)(=O)c1ccc(Cl)cc1)NCCN1C(=O)S/C(=C\c2ccccc2F)C1=O	-14

# Carrying on:
SMILES,PHOSPHO1 inh,MEKK3 PB1 HTS,UBC9 SUMO inh,VIM-2 inh,IDE act,NS3 helicase inh,IMP-1 inhibitor,DNA FID counter,p-CIP stab down
Cc1ccc(NC(=O)c2ccc(C)c(NC3=NC4CS(=O)(=O)CC4S3)c2)cc1C (configuration not stated),-14,99,-1,-2.1,-6,-4,-1.9,-21,3
Cc1cc(C)c(S(=O)(=O)NCC(CCC(=O)O)C(F)(F)F)c(C)c1 (configuration not stated),16,91,8,-1.2,1,-24,-2.7,-24,-2
COc1ccc(C(=O)NC(C)c2nccs2)cc1OC1CCN(C(C)C)CC1 (configuration not stated),54,97,7,-0.8,7,6,-1.0,-5,2
CN(CCC#N)C(=O)COC(=O)[C@H](Cc1ccccc1)N1C(=O)c2ccccc2C1=O,16,102,16,-2.2,2,-3,-2.0,-25,-2
CC(C(=O)OCC(=O)Nc1ncc(Cl)cc1Cl)N1C(=O)c2ccccc2C1=O (configuration not stated),12,100,4,-4.5,2,1,-3.7,-9,-1
Cc1[nH]c2ccccc2c1/C=N/NC(=O)c1cccc([N+](=O)[O-])c1,-8,61,18,0.9,x,-6,-0.8,10,-8
Cc1ccc(-c2c(C(=O)N/N=C/c3ccsc3)nnn2-c2nonc2N)cc1,24,101,6,-1.7,6,-2,-2.5,-25,-4
CC(C)(C)C(=O)N1N=C(c2cccc(NS(C)(=O)=O)c2)CC1c1cccs1 (configuration not stated),9,102,-3,0.0,0,-16,-3.6,-23,5
O=C(NNS(=O)(=O)c1ccc(F)cc1)C1CCCCC1,18,102,1,-1.2,5,0,-2.0,-3,15
Cc1ccnc(NS(=O)(=O)c2ccc(NC(=O)c3ccccc3F)cc2)n1,-8,105,-1,-1.0,2,6,-1.3,-3,-5
CCN(CC)S(=O)(=O)c1cccc(NC(=O)/C=C/c2cccc([N+](=O)[O-])c2)c1,9,105,-24,-0.9,1,-11,-2.9,10,-12

# Another view of part of the listing above:
smiles	PHOSPHO1 inh	MEKK3 PB1 HTS	UBC9 SUMO inh	VIM-2 inh	IDE act	NS3 helicase inh	IMP-1 inhibitor	DNA FID counter	p-CIP stab down
CC(C)(C)C(=O)N1N=C(c2cccc(NS(C)(=O)=O)c2)CC1c1cccs1 (configuration not stated)	9	102	-3	0.0	0	-16	-3.6	-23	5
O=C(NNS(=O)(=O)c1ccc(F)cc1)C1CCCCC1	18	102	1	-1.2	5	0	-2.0	-3	15
Cc1ccnc(NS(=O)(=O)c2ccc(NC(=O)c3ccccc3F)cc2)n1	-8	105	-1	-1.0	2	6	-1.3	-3	-5
